RXFP1 ag – RXFP1 (human) receptor agonism; Potency, µM (doses to about 57.5 µM), for inactives: at the top dose activation, usual class: activators; HEK293T-RXFP1 cAMP TR-FRET, 30 min; response scale: percent of porcine relaxin response, buffer zero; AID 2676; 370,000 tested, 0.3% active; also: % is scaled to controls: 0 for no effect and ±100 for the full control effect; nearly all actives have a fitted effect of over 60% in size; many of its hits are not listed in these tables
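Agonist response is measured as cAMP accumulation in an RXFP1-transfected HEK293T line under PDE4 inhibition. Values are scaled between buffer-only and 29 nM porcine relaxin, and EC50s come from standard Hill equation fits.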
Vif-A3F inh – blocks the Vif interaction with APOBEC3F; HeLa A3F-eYFP + Vif (tagged APOBEC3F with the HIV-1 protein that degrades it), YFP fluorescence increase; Potency, µM (series often up to 46.1 µM), for inactives: top-dose activity, negative = active; 390,000 tested, 0.2% active; also: % of control where 0% means no effect; nearly all actives have a fitted effect of over 65% in size
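HeLa cells stably expressing A3F-eYFP plus Vif, plated and incubated overnight at 37 deg C, then exposed to compounds overnight at 37 deg C. Blocked degradation read as raised yellow fluorescence (Ex 488/Em 500-530).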
USP1 inh – USP1/UAF1 (human) deubiquitinase inhibition; AID 743255; 390,000 tested, 0.23% active; recombinant USP1/UAF1, Ub-Rhodamine cleavage fluorescence; Potency, µM (titrated, usually from 57.1 µM), for inactives: at the highest dose activity change, negative = inhibition, usual class: inhibitors; also: % is scaled to controls: 0 for no effect and ±100 for the full control effect; nearly all actives have a fitted effect of over 60% in size; inactives centre near -12
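High-throughput fluorogenic screen: 1nM USP1/UAF1 complex, Ub-Rho substrate 150nM final, 50mM HEPES pH 7.8 with 0.5mM EDTA, 0.1 mg/ml BSA, 1mM TCEP and 0.01% Tween-20.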
TrxR1 substrate – substrates of rat thioredoxin reductase 1 | O89049 | purified TrxR1 substrate turnover, NADPH consumption readout | Potency, µM (highest dose often 114 µM), for inactives: at the highest dose activity change, negative = substrate turnover | 390,000 tested, 0.01% active | AID 588456; also: % is scaled to controls: 0 for no effect and ±100 for the full control effect; nearly all actives have a fitted effect of over 50% in size
Target sequence (O89049 whole entry, looked up): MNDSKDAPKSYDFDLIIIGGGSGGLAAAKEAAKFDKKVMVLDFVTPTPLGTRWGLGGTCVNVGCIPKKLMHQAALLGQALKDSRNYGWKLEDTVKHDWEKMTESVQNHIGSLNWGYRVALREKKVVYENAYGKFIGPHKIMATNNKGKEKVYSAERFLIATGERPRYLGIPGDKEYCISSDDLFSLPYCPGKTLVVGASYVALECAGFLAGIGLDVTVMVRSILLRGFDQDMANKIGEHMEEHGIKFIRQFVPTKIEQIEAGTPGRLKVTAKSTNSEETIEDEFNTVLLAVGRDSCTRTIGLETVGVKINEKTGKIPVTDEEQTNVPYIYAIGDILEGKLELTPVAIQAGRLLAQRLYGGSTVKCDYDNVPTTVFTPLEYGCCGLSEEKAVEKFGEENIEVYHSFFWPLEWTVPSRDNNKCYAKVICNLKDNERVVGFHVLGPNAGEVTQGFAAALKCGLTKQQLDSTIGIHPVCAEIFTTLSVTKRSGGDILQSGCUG
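Rat TrxR1, dispensed at 90 nM, was prereduced with 400 uM NADPH (final) for 5 min at ~22 deg C, then incubated with compound 15 min before 400 uM selenite. A first-read NADPH fluorescence drop versus no-compound background flagged substrates.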
Vif-APOBEC3G blk – inhibitors of Vif-APOBEC3G interaction. Q9HC16. HeLa A3G-eYFP + Vif (tagged APOBEC3G with the HIV-1 protein that degrades it), YFP fluorescence, overnight. Potency, µM (series often up to 46.1 µM), without a hit: at the top dose activity, negative = active, actives largely listed as inhibitors. 410,000 tested, 0.076% active. AID 602310;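 also: % is scaled to controls: 0 for no effect and ±100 for the full control effect; nearly all actives have a fitted effect of over 60% in size; hits raise eYFP signal because A3G escapes Vif-driven loss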
Target sequence (Q9HC16 whole entry, looked up): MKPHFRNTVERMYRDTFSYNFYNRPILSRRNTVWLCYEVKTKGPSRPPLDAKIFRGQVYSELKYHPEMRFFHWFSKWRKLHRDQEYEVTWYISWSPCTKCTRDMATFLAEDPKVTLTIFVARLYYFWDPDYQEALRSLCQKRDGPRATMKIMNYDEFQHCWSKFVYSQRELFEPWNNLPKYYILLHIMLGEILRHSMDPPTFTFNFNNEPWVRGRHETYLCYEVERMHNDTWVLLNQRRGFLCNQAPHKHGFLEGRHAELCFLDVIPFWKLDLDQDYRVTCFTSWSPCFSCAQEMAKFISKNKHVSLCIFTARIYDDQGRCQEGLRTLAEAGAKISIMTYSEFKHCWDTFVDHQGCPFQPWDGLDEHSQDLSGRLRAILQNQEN
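HeLa cells stably expressing Vif and C-terminally eYFP-tagged A3G, seeded overnight at 37 deg C, then exposed to compound by pintool overnight at 37 deg C. Rise in yellow fluorescence (Ex 488/Em 500-530, Acumen) marks blocked Vif-driven A3G degradation.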
RGS4 inhibitor – inhibitors of human regulator of G protein signaling 4; P49798; Transcreener GDP fluorescence polarization, RGS4-accelerated GTP hydrolysis; Potency, µM (top dose mostly 114 µM), for the others: at the highest dose activity change, negative = inhibition, actives largely listed as inhibitors; 390,000 tested, 0.039% active; also: % is scaled to controls: 0 for no effect and ±100 for the full control effect; nearly all actives have a fitted effect of over 75% in size; some results filed as inactive show a strong effect at the top dose
Target sequence (P49798 whole entry, looked up): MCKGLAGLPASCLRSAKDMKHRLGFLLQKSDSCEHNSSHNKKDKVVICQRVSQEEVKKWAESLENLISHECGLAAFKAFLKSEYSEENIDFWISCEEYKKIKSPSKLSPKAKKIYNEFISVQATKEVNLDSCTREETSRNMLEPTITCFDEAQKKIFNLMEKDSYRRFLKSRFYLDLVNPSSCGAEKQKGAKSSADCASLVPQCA
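MLSMR compounds (23 nl, pin-transferred) preincubated 10 min at room temperature with a 500nM (2x) first reagent, then RGS4 at 900nM (2x) plus Transcreener GDP mix added; fluorescence polarization (620/688 nm) read before and after 90 min at 30 °C.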
rTrxR1 inhibitor – inhibitors of rat thioredoxin reductase 1; recombinant rTrxR1, NADPH fluorescence consumption, selenite substrate; 390,000 tested, 1% active; Potency, µM (doses to about 114 µM), without a hit: at the top dose activity change, negative = inhibition, hits mostly inhibitors; O89049; also: % is scaled to controls: 0 for no effect and ±100 for the full control effect; nearly all actives have a fitted effect of over 65% in size
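Rat TrxR1 (90 nM in the dispensed reagent) was pre-reduced with 400 uM NADPH for 5 min at room temperature, then incubated with compound for 15 min. After 400 uM selenite was added, NADPH fluorescence (Ex 340/Em 450 nm) was followed for 8 min.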
12-LOX inh – ALOX12 (human) lipoxygenase inhibition. Potency, µM (series often up to 108 µM), without a hit: at the top dose activity change, negative = inhibition, usual class: inhibitors. P18054. AID 1671190. purified 12hLO, xylenol orange hydroperoxide absorbance. 580,000 tested, 1.1% active; also: % is scaled to controls: 0 for no effect and ±100 for the full control effect
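Hydroperoxide product was detected by ferrous iron/xylenol orange as the 573 to 405 nm absorbance ratio. Arachidonic acid at 40 uM (final) was turned over for 30 min at room temperature by 150 nM human 12hLO, pH 7.0 Hepes buffer, after 15 min compound preincubation.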
IDH1 R132H inh – inhibitors of human mutant IDH1 R132H; O75874; Potency, µM (doses to about 76.6 µM), inactives show top-dose activity change, negative = inhibition, usual class: inhibitors; 390,000 tested, 0.093% active; AID 602179; IDH1-R132H enzyme, NADPH consumption, diaphorase/resazurin fluorescence; also: % is scaled to controls: 0 for no effect and ±100 for the full control effect; nearly all actives have a fitted effect of over 65% in size
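IDH1-R132H (0.5 ug/mL dispensed) in pH 7.5 Tris buffer was preincubated 30 min with compound, then given a substrate mix of 0.016 mM NADPH and 2 mM alpha-KG for 80 min at room temperature; remaining NADPH was read by diaphorase/resazurin fluorescence.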
Starred values were filed as active, the others as inactive; & = joins results of further samples; [ ] = another dose, or the depositor's remark. Calls follow the shape of the dose curve; as a rule, active = well fitted curve in the direction sought with a large enough effect; inconclusive = small, poorly fitted or top-dose-only effect, or another doubt; inactive = no such curve, though single readings can be large; an effect the other way counts as inactive or inconclusive. Potency is read from the fitted curve at half-maximal effect.

How did CCCOC(=O)c1ccc(NC(=O)c2cc(Cl)ccc2OC)cc1 do in these assays?
RXFP1 ag: 0.2%; Vif-A3F inh: -11%; USP1 inh: -15%; TrxR1 substrate: 5%; Vif-APOBEC3G blk: 0%; RGS4 inhibitor: -11%; rTrxR1 inhibitor: 3%[0.457 µM]; 12-LOX inh: -12%; IDH1 R132H inh: 2%

What do the screens show for `CCC(C)(C)C1CCc2[nH]nc(C(=O)N/N=C(\C)c3ccco3)c2C1` (stereo not given)?
RXFP1 ag: 1.4%; Vif-A3F inh: -24%; USP1 inh: -13%; TrxR1 substrate: -8%; Vif-APOBEC3G blk: -14%; RGS4 inhibitor: -17%; rTrxR1 inhibitor: 2%; 12-LOX inh: -4%; IDH1 R132H inh: 9%

How did CCC(=O)Nc1ccc(C(=O)Nc2cccnc2)cc1 do in these assays?
RXFP1 ag: 0.0%; Vif-A3F inh: -2%; USP1 inh: 0%; TrxR1 substrate: -3%[57.1 µM]; Vif-APOBEC3G blk: -1%; RGS4 inhibitor: -3%; rTrxR1 inhibitor: -15%[57.1 µM]; 12-LOX inh: 18%; IDH1 R132H inh: -2%

Results for Cc1ccc(Cn2c(CNC(=O)Cc3cccc(C)c3)nc3cccnc32)cc1 ?
RXFP1 ag: 1.7%; Vif-A3F inh: -4%; USP1 inh: -24%; TrxR1 substrate: 4%[57.1 µM]; Vif-APOBEC3G blk: 0%; RGS4 inhibitor: -5%; rTrxR1 inhibitor: 27%[57.1 µM]; 12-LOX inh: 0%; IDH1 R132H inh: 0%

What do the screens show for `CCOc1cc2[nH]c(=S)n(Cc3ccc(C(=O)O)cc3)c(=O)c2cc1OCC`?
RXFP1 ag: 1.6%; Vif-A3F inh: 4%; USP1 inh: -22%; TrxR1 substrate: 7%; Vif-APOBEC3G blk: -5%; RGS4 inhibitor: -19%; rTrxR1 inhibitor: 4%; 12-LOX inh: -24%; IDH1 R132H inh: 3%

Results for O=C(O)CCC(=O)Nc1ccc(Cc2ccc(NC(=O)CCC(=O)O)cc2)cc1 ?
RXFP1 ag: 0.4%; Vif-A3F inh: -5%; USP1 inh: 2%; TrxR1 substrate: 0%[57.1 µM]; Vif-APOBEC3G blk: 3%; RGS4 inhibitor: -1%; rTrxR1 inhibitor: 3%[57.1 µM]; 12-LOX inh: -19%; IDH1 R132H inh: -4%

How did [N-]=[N+]=N[C@@H](CCN1CC[C@H](O)CCC1=O)c1ccccc1 do in these assays?
RXFP1 ag: 0.9%; Vif-A3F inh: -3%; USP1 inh: -25%; TrxR1 substrate: 1%&5%; Vif-APOBEC3G blk: 0%&-3%; RGS4 inhibitor: -6%; rTrxR1 inhibitor: 13%&10%; 12-LOX inh: -19%; IDH1 R132H inh: 5%

What do the screens show for `CCCOc1ccc(C(=O)NCC2OCCc3ccccc32)cc1OC` (stereo not given)?
RXFP1 ag: 0.4%; Vif-A3F inh: 9%; USP1 inh: -10%; TrxR1 substrate: 5%[57.1 µM]; Vif-APOBEC3G blk: -3%; RGS4 inhibitor: 24%; rTrxR1 inhibitor: 8%[57.1 µM]; 12-LOX inh: 7%; IDH1 R132H inh: -4%

Results for O=C(C1=C[C@H](c2ccc(C(F)(F)F)cc2)C[C@H](OCCCCO)O1)N1CCOCC1 ?
RXFP1 ag: 0.7%; Vif-A3F inh: 6%; USP1 inh: -1%; TrxR1 substrate: 0%[57.1 µM]; Vif-APOBEC3G blk: -5%; RGS4 inhibitor: -7%; rTrxR1 inhibitor: 2%[57.1 µM]; 12-LOX inh: -7%; IDH1 R132H inh: -11%

How did CCOC(=O)C1=C(CS(=O)(=O)c2ccc(Br)cc2)NC(=O)NC1c1ccccc1 (stereo not given) do in these assays?
RXFP1 ag: 0.2%; Vif-A3F inh: 2%; USP1 inh: -10%; TrxR1 substrate: -4%; Vif-APOBEC3G blk: 2%; RGS4 inhibitor: -3%; rTrxR1 inhibitor: 7%; 12-LOX inh: -22%; IDH1 R132H inh: -3%

As a short view, part of the list above.
Results for O=C(C1=C[C@H](c2ccc(C(F)(F)F)cc2)C[C@H](OCCCCO)O1)N1CCOCC1 ?
RXFP1 ag: 0.7%; Vif-A3F inh: 6%; USP1 inh: -1%; TrxR1 substrate: 0%[57.1 µM]; Vif-APOBEC3G blk: -5%; RGS4 inhibitor: -7%; rTrxR1 inhibitor: 2%[57.1 µM]; 12-LOX inh: -7%; IDH1 R132H inh: -11%

How did CCOC(=O)C1=C(CS(=O)(=O)c2ccc(Br)cc2)NC(=O)NC1c1ccccc1 (stereo not given) do in these assays?
RXFP1 ag: 0.2%; Vif-A3F inh: 2%; USP1 inh: -10%; TrxR1 substrate: -4%; Vif-APOBEC3G blk: 2%; RGS4 inhibitor: -3%; rTrxR1 inhibitor: 7%; 12-LOX inh: -22%; IDH1 R132H inh: -3%

The list goes on.
Results for COc1ccc(Cn2c(C)c(C)c(C#N)c2NC(=O)Nc2cccc(C)c2)cc1 ?
RXFP1 ag: -0.3%; Vif-A3F inh: 3%; USP1 inh: -10%; TrxR1 substrate: 6%; Vif-APOBEC3G blk: -14%; RGS4 inhibitor: -15%; rTrxR1 inhibitor: 14%; 12-LOX inh: 0%; IDH1 R132H inh: 11%

How did O=C(NCCS(=O)(=O)NC1CCCCC1)c1ccccc1 do in these assays?
RXFP1 ag: 0.6%; Vif-A3F inh: 0%; USP1 inh: 13%; TrxR1 substrate: -6%; Vif-APOBEC3G blk: -3%; RGS4 inhibitor: -6%; rTrxR1 inhibitor: -11%; 12-LOX inh: 3%; IDH1 R132H inh: 1%

How did COc1ccc(/C=N\NC(=O)c2cc(OCC(F)(F)F)ccc2OCC(F)(F)F)cc1 do in these assays?
RXFP1 ag: 2.1%; Vif-A3F inh: -10%; USP1 inh: -14%; TrxR1 substrate: -1%[57.1 µM]; Vif-APOBEC3G blk: -1%; RGS4 inhibitor: -21%[11.4 µM]; rTrxR1 inhibitor: 9%[57.1 µM]; 12-LOX inh: 10%; IDH1 R132H inh: 4%

Results for CCOc1ccccc1NC(=O)CCNC(=O)C1CCN(S(=O)(=O)c2ccccc2)CC1 ?
Vif-A3F inh: 1%; USP1 inh: -18%; Vif-APOBEC3G blk: 4%; 12-LOX inh: -15%; IDH1 R132H inh: 9%

Results for CCOC(=O)Cc1csc(SCC(=O)N(CC(C)C)c2c(N)n(Cc3ccccc3)c(=O)[nH]c2=O)n1 ?
RXFP1 ag: -0.6%; Vif-A3F inh: 3%; USP1 inh: -16%; TrxR1 substrate: -3%; Vif-APOBEC3G blk: -1%; RGS4 inhibitor: 17%; rTrxR1 inhibitor: 1%; 12-LOX inh: -4%; IDH1 R132H inh: 3%

Results for O=C(NCc1ccccn1)c1ccc(NS(=O)(=O)c2cccc([N+](=O)[O-])c2)cc1 ?
RXFP1 ag: 0.1%; Vif-A3F inh: 5%; USP1 inh: -18%; TrxR1 substrate: 4%; Vif-APOBEC3G blk: -9%; RGS4 inhibitor: 0%; rTrxR1 inhibitor: 17%; 12-LOX inh: 6%; IDH1 R132H inh: -17%

Results for Cc1cc(SCc2ccccc2C)nc(=O)[nH]1 ?
RXFP1 ag: -1.1%; Vif-A3F inh: 9%; USP1 inh: -7%; TrxR1 substrate: 1%; Vif-APOBEC3G blk: 0%; RGS4 inhibitor: 16%; rTrxR1 inhibitor: 26%; 12-LOX inh: 21%; IDH1 R132H inh: 6%

Results for O=C(CSc1ncnc2c(-c3ccc(Cl)cc3)nsc12)c1ccccc1 ?
RXFP1 ag: 4.7%; Vif-A3F inh: 6%; USP1 inh: inconclusive; TrxR1 substrate: -3%; Vif-APOBEC3G blk: -1%; RGS4 inhibitor: -2%; rTrxR1 inhibitor: -14%; 12-LOX inh: 7%[57.4 µM]; IDH1 R132H inh: 3%

What do the screens show for `COc1ccccc1NC(=O)CC(c1ccc(F)cc1)c1ccco1` (stereo not given)?
RXFP1 ag: 0.9%; Vif-A3F inh: -53%; USP1 inh: -20%; TrxR1 substrate: 7%[57.1 µM]; Vif-APOBEC3G blk: 0%; RGS4 inhibitor: -16%; rTrxR1 inhibitor: -2%[57.1 µM]; 12-LOX inh: 23%; IDH1 R132H inh: 23%

What do the screens show for `CCC1(c2ccc(Cl)cc2)NC(=S)N(c2ccccc2)N1` (stereo not given)?
RXFP1 ag: 1.9%; Vif-A3F inh: -4%; USP1 inh: -16%; TrxR1 substrate: -8%; Vif-APOBEC3G blk: -19%; RGS4 inhibitor: inconclusive; rTrxR1 inhibitor: -26%; 12-LOX inh: 16µM*; IDH1 R132H inh: 3%

Results for COc1ccc(N2CCN(C(c3cc(OC)ccc3OC)c3nnnn3CC3CCCO3)CC2)cc1 (stereo not given) ?
RXFP1 ag: 0.1%; USP1 inh: -1%; TrxR1 substrate: -6%; Vif-APOBEC3G blk: -1%; RGS4 inhibitor: -6%; rTrxR1 inhibitor: -18%; 12-LOX inh: inconclusive; IDH1 R132H inh: -1%

How did COc1ccc(N(CC(=O)Nc2ccc(C)cc2C)S(=O)(=O)c2c(C)n[nH]c2C)cc1 do in these assays?
RXFP1 ag: 0.2%; Vif-A3F inh: -6%; USP1 inh: -6%; TrxR1 substrate: -1%; Vif-APOBEC3G blk: inconclusive; RGS4 inhibitor: -12%; rTrxR1 inhibitor: 8%; 12-LOX inh: 19%; IDH1 R132H inh: 0%

Screening results: PubChem, National Center for Advancing Translational Sciences (NCATS)

Some of the compounds tested; rates above refer to the full screens.
